MITF primary – inhibitors of human MITF; O75030; AlphaScreen MITF homodimerization, bead proximity signal; inhibition, % at 2.6 µM; hit rate 0.91% among 650,000; AID 1259374; in the data active = inhibition above about 50%;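 also: 0% = vehicle wells with protein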
Target sequence (O75030 whole entry, looked up): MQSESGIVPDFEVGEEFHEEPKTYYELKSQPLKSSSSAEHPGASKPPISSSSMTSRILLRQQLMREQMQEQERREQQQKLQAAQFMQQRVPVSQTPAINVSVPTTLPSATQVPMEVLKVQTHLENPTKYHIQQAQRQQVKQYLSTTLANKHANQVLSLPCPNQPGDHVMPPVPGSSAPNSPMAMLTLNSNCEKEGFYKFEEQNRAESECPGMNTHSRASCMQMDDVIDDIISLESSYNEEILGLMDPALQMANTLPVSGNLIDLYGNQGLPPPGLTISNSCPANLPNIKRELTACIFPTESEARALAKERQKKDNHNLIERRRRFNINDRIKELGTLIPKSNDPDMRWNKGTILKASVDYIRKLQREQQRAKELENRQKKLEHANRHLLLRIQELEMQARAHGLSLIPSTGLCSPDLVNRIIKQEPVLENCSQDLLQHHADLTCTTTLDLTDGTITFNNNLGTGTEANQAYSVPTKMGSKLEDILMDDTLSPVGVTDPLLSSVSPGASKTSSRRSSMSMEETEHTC
FBW7 activator – activators of human E3 ligase FBW7. normalized activity (activation), % at 26.1 µM. AID 1259310. AlphaScreen FBW7–phospho-cyclin E peptide binding, activator screen. Q969H0. hit rate 0.13% among 650,000; in the data active = normalized activity above about 1.9%;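 also: purified mutant Fbw7 with reduced substrate affinity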
GPR151 activ – human GPR151 activation; Q8TDV0; PathHunter beta-arrestin GPR151 cells, luminescence; activation, % at 11.2 µM; hit rate 1% among 650,000; in the data active = activation above about 4.9%;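 also: 0% = median of compound wells and 100% = cells with positive control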
Target sequence (Q8TDV0 whole entry, looked up): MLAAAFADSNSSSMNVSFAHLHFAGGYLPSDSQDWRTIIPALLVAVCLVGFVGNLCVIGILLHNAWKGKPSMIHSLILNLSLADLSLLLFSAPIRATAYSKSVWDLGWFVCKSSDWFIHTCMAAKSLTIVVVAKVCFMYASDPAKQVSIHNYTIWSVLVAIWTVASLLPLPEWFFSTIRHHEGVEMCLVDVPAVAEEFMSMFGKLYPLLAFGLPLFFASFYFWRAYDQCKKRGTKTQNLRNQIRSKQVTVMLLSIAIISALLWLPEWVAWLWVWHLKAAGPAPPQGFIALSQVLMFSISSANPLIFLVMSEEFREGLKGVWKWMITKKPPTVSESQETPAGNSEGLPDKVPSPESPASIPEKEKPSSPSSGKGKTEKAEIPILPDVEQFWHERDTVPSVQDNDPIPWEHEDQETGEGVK
TEAD-YAP block – TEAD-YAP interaction inhibition | AID 1259422 | hit rate 1.4% among 640,000 | HEK-TIYL cells, TEAD-Gal4/YAP UAS-luciferase luminescence | inhibition, % at 9.12 µM; in the data active = inhibition above about 32%;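 also: 0% = median of test compound wells and 100% = reference inhibitor wells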
* hit, by the source's call; · = no result given; & = joins results of further samples.

Structure	MITF primary	TEAD-YAP block	GPR151 activ	FBW7 activator
CC(CC(=O)N(CC(N)=O)C(C)C)c1ccccc1 (stereo not given)	-6.0	-2.4	-3.5	-0.1
CC1CN(C2=CC(=O)OC23CCCCC3)CC(C)O1 (stereo not given)	4.0	2.3	1.9	-0.2
COc1cc(C(=O)n2nnc3ccccc32)c([N+](=O)[O-])cc1OC	17.6	-2.3	-1.2	0.1
CS(=O)(=O)N1CCC(Oc2cccc(C(=O)NCC3CCOCC3)c2)CC1	11.2	4.5	0.1	0.1
Cc1cc2c(nc1C)CCCN2CC(O)CN1CCN(C)CC1 (stereo not given)	-3.5	·	-1.5	0.7
COc1ccc(NC(=O)CC(c2ccc(OC)c(OC)c2)N2Cc3ccccc3C2=O)cc1 (stereo not given)	-5.1	-18.2	0.1	0.9
Cc1ccc(-n2nc3cc(C)c(NC(=O)c4cccc(Cl)c4Cl)cc3n2)cc1	-6.7	-3.2	-2.0	0.1
COc1ccc(NC(=O)C/C(C)=N/NC(=O)COc2ccccc2)c(OC)c1	4.0	-10.4	1.4	0.0
CCCc1cc(Nc2ccc(F)cc2)n2ncnc2n1	0.1	-10.2	1.0	-0.1
COC(CCN(C)C)(c1ccccc1)c1ccccc1	-4.3	1.6	0.8	-0.1
Cc1cc(CNC(=O)CC2C(=O)NCCN2Cc2ccc(-c3ccccc3)cc2)nn1C (stereo not given)	2.0	-7.6	3.3	-0.1
COc1ccc(C2CC(c3ccccc3)Nc3nc(N)nn32)cc1OC (stereo not given)	15.5	2.8	-0.6	0.1
O=C(CNC(=O)c1ccc(Br)o1)NNC(=O)c1ccccn1	10.0	0.5	0.5	-1.1
CCOC(=O)c1c(N)sc2ccccc12	18.1	1.3	0.1	0.2
NC(=O)C1CCN(c2ccc(C(=O)O)cc2[N+](=O)[O-])CC1	5.0	2.9	-1.5	0.0
Cc1ccc(-c2nc3cnccn3c2NCc2cccs2)s1	4.7	-62.4	0.1	0.0
CC1CCCC(NC(=O)C2CC3CCCN3C23C(=O)Nc2ccccc23)C1C (stereo not given)	-2.8	4.8	2.6	-0.1
CCn1c(C(O)c2cc(C(C)(C)C)c(O)c(C(C)(C)C)c2)nc2ccccc21 (stereo not given)	1.9	0.1	0.0	0.1
OCCCNC(=S)Nc1ccc(Cl)cc1Cl	-3.9	-7.7	0.4	-0.1
O=C(NNC(=O)c1ccncc1)Nc1ccc(Cl)c(Cl)c1	-2.8	-4.6	-2.0	0.0
O=C(Nc1ccc2c(c1)CN(Cc1nccs1)CC2)c1ccncc1	13.6	7.8	2.8	0.2
CC(=O)N1CCSc2cc(S(=O)(=O)NC3CCC(C)CC3)ccc21 (stereo not given)	7.4	14.2	-0.3	0.6
Cc1ccc(C)c(NC(=O)C2CCC(CNc3c(N4CCOCC4)c(=O)c3=O)CC2)c1 (stereo not given)	-12.9	-5.3	-1.2	-0.1
O=C1CSC(c2ccccc2Br)N1c1ccc(Cl)cn1 (stereo not given)	4.9	13.0	-0.3	-0.1
CCN(CC(F)(F)C(F)F)S(=O)(=O)c1ccc(NC(=O)OC)cc1	-2.7	1.8	-2.1	-0.1
COc1cc(NC(=O)NCCCc2ccccc2)c2ncccc2c1	11.7	10.6	0.2	0.1
CCOc1ccccc1C1NC(=O)NC(C)=C1C(=O)OCC(F)(F)C(F)(F)F (stereo not given)	12.2	-7.7	3.1	0.1
CC(NC(=O)c1ccc([N+](=O)[O-])cc1Cl)c1ccc(F)cc1 (stereo not given)	1.5	5.3	-0.2	-0.2
CC(C)CCNC(=O)CN1C(=O)c2ccccc2C1=O	16.6	8.7	2.0	0.2
COCCNc1nc(-c2cccc(OC(F)(F)F)c2)ccc1C(=O)N1CCN(C)CC1	4.7	-22.1	-0.3	0.1
NS(=O)(=O)c1ccc(NC2(c3ccccc3)C(=O)c3ccccc3C2=O)cc1	4.0	8.8	-1.3	-0.1
CCOC(=O)c1sc2nc(SCc3ccccc3C)n(CC3CCCO3)c(=O)c2c1C (stereo not given)	-4.5	-11.8	0.4	-0.2
CC(C(=O)N1CCCC1)N1C(=O)CC(C)(C)Sc2ccccc21 (stereo not given)	8.1	4.4	0.7	0.2
CCCCc1c(C)c2ccc(OCC(=O)c3ccc(Cl)cc3)cc2oc1=O	-8.4	10.0	-1.1	-0.1
CCOc1cc(C2C(C(=O)OC(C)C)=C(C)NC3=C2C(=O)CCC3)cc([N+](=O)[O-])c1O (stereo not given)	6.0	8.7	1.0	0.0
CN(Cc1n[nH]c(=O)[nH]1)Cc1ccccc1OCC(O)CN1CCc2ccccc2C1 (stereo not given)	-12.0	-7.1	-2.2	-0.1
O=c1[nH]c2ccc(NC(=S)Nc3ccc(S(=O)(=O)N4CCOCC4)cc3)cc2[nH]1	-18.0	-9.1	2.2	-0.1
COc1ccc(C2CCCN2C(=O)c2cccs2)cc1 (stereo not given)	12.4	9.9	0.4	-0.1
CC(=O)NC(Cc1c[nH]c2ccccc12)C(=O)O (stereo not given)	3.4	5.8	2.9	0.1
CCCCOc1ccc(C2=N/C(=C\c3ccc(C)cc3)C(=O)O2)cc1	9.0	4.0	1.3	0.0
COc1cccc(CN2CCC(C(=O)N3CCN(c4ccccc4)CC3)CC2)c1	46.2	6.7	1.7	-0.1
Cc1ccc2nc(SCC(=O)Nc3nc4ccccc4s3)[nH]c2c1	16.4	-0.7	-2.0	0.2
OCc1ccccc1-c1cnc2c(NCC3CC3)nccn12	-11.8	-38.1	0.3	-0.7
CCC(=O)Nc1ccc(NC(=O)CSc2nnnn2C)cc1C	10.8	6.4	-1.3	0.4
O=C(COc1ccccc1[N+](=O)[O-])Nc1ccccc1F	9.2	-37.1	-2.5	0.0
O=C(O)C(CCCCN1C(=O)c2ccccc2C1=O)N1C(=O)c2ccccc2C1=O (stereo not given)	3.0	11.3	-0.8	0.1
COc1ccc(OC)c(NC(=O)CCN2CCN(Cc3ccccc3)CC2)c1	8.8	-4.8	0.3	-0.2
CC1(C(=O)N2CCN(Cc3ccc4c(c3)OCO4)CC2)CC1(Cl)Cl (stereo not given)	4.2	-11.7	0.0	0.0
COc1cc(/C=C2/C(=O)N(c3ccc(Cl)c(Cl)c3)N=C2C)ccc1O	-5.5	-0.3	3.5	-0.8
O=C(Cc1ccccc1[N+](=O)[O-])N1CC(=O)N(CCc2ccccc2)C(=O)C1	10.8	7.5	1.2	0.4
Cn1c(NC(=O)c2ccc(S(=O)(=O)N3CCCCC3)cc2)cc(=O)n(C)c1=O	16.6	0.7	-1.9	0.3
Cc1ccsc1/C=C1/SC(N2CCOCC2)=NC1=O	17.4	-20.1	-2.7	0.4
N#Cc1cccc(Cn2c(-c3nonc3N)nc3ccccc32)c1	15.3	48.1*	-0.8	0.1
CCOC(=O)c1sc(NC(=O)CSc2nnc(CNC(=O)c3ccc(OC)cc3)n2-c2cccc(Cl)c2)c(C(=O)OCC)c1C	-3.1	-4.8	-0.9	-0.1
Cc1cccc(-c2nc(NCCO)c3ccccc3n2)c1	-5.8	4.6	0.7	0.2
COc1cc(C2C(C(=O)OCC(C)C)=C(C)NC3=C2C(=O)CC(c2ccccc2)C3)ccc1OCc1ccccc1 (stereo not given)	10.4	-10.7	-0.6	1.3
Cc1c(Cl)cccc1NC(=O)C(=O)NC(C)C	2.1	-13.0	-0.6	0.2
COc1cccc(OCCCOc2cccc(C=O)c2)c1	-23.0	-15.4	2.2	-0.1
CC(C)(C)c1nc2scc(-c3ccc(Cl)cc3)c2c(=O)o1	2.2	21.1	0.7	0.1
CCC(C(=O)Nc1ccncc1)c1ccccc1 (stereo not given)	-0.8	14.4	1.9	-0.3

Five compounds picked at random from the list so far:
Structure	MITF primary	TEAD-YAP block	GPR151 activ	FBW7 activator
COc1cc(C2C(C(=O)OCC(C)C)=C(C)NC3=C2C(=O)CC(c2ccccc2)C3)ccc1OCc1ccccc1 (stereo not given)	10.4	-10.7	-0.6	1.3
OCc1ccccc1-c1cnc2c(NCC3CC3)nccn12	-11.8	-38.1	0.3	-0.7
CCOC(=O)c1sc2nc(SCc3ccccc3C)n(CC3CCCO3)c(=O)c2c1C (stereo not given)	-4.5	-11.8	0.4	-0.2
O=C(CNC(=O)c1ccc(Br)o1)NNC(=O)c1ccccn1	10.0	0.5	0.5	-1.1
COc1cc(C(=O)n2nnc3ccccc32)c([N+](=O)[O-])cc1OC	17.6	-2.3	-1.2	0.1

Later entries
Structure	MITF primary	TEAD-YAP block	GPR151 activ	FBW7 activator
O=C(C1CCC1)N1CCc2cc(S(=O)(=O)NC3CCCc4ccccc43)ccc21 (stereo not given)	6.8	-7.3	0.7	-0.2
CCn1ncc(NC(=O)Nc2cccc([N+](=O)[O-])c2)c1C(N)=O	10.5	-1.0	-0.5	0.0
COc1ccc(C2C(C(=O)N(C)c3ccc(Cl)cc3)c3ccccc3C(=O)N2C)cc1 (stereo not given)	2.2	15.3	1.6	0.0
Cc1nc2sc(C(=O)Nc3cccc4cccnc34)c(N)c2c(C)c1Cl	5.9	-2.0	1.1	0.1
Cc1ccc(NC(=O)C(=O)/C=C(\O)c2ccc(F)cc2)cc1	20.0	-28.1	-1.4	0.0
OCCN1CCN(C(=S)c2ccc(Cl)c(Cl)c2)CC1	-2.4	-2.3	0.8	-0.1
O=c1[nH]c(CSCc2ccccc2)nc2ccccc12	-5.1	1.9	3.5	-0.1
COc1ccc(NC(=O)C2Sc3nnc(C)n3NC2c2ccc(OC)cc2)cc1 (stereo not given)	3.7	9.5	-0.4	0.1
COc1ccc(Nc2nc(C(=O)NCc3ccco3)cs2)cc1	18.1	-8.8	0.2	0.0
CCC(=O)Nc1ccc(NCc2ccccc2C)cc1	7.5	-7.2	-1.0	0.3
CC(C)CC(NC(=O)CN(C)C)c1nnc2n1CCN(C1CCOCC1)CC2 (stereo not given)	-0.3	4.5	-1.4	-0.1
FC(F)(F)c1ccc(Nc2nc3ncnc(NC4CCN(Cc5ccccc5)CC4)c3[nH]2)cc1	13.2	3.6	2.3	0.0
Cc1ccc(NC(=O)c2ccccn2)cc1F	-3.8	-34.1	-10.0	0.1
COc1ccc(-n2nc(C(=O)NCC(=O)N3CC(C)CC(C)C3)c3ccccc3c2=O)cc1OC (stereo not given)	-3.4	29.3	1.3	-0.4
CC1=C(C(=O)Nc2ccc(C)cc2C)C(c2cccc3ccccc23)NC(=O)N1 (stereo not given)	10.2	8.4	-2.1	0.1
O=C(COc1ccc(Cl)cc1Cl)Nc1ccc(NC(=O)c2ccco2)c(Cl)c1	-2.1	-17.0	0.2	0.0
Cc1ccccc1S(=O)(=O)c1c(C)cc(C)n(C(C)C)c1=O	6.7	-1.2	0.1	0.0
Cc1cc(NC(=O)CSc2nc(N)cc(N)n2)no1	20.9	2.2	-1.0	0.1
CCCN(CCC)S(=O)(=O)c1cnc[nH]1	9.7	0.3	-1.2	0.0
O=C(O)/C=C/c1cccc(/C=C/C(=O)O)c1	4.2	2.7	0.1	0.0
N#CC1=C(N)Oc2c(sc3ccccc23)C1c1ccc(Cl)cc1Cl (stereo not given)	6.3	-1.4	0.4	0.1
CCn1c(SCC(=O)Nc2nnc(-c3cccs3)s2)nnc1-c1cccs1	10.1	7.3	-1.1	0.5
COC(=O)Cn1nc2c3cc(OC)c(OC)cc3ncn2c1=O	-4.7	-10.9	-0.7	0.0
Fc1ccc(-c2csc(Nc3ccc(Cl)cn3)n2)cc1	14.3	-58.0	-1.2	0.6
NC(=O)Cn1nc(-c2ccc(F)cc2)n(-c2ccncc2)c1=O	5.4	-3.5	1.3	-0.2
O=C(CN1CCc2ccccc21)NC(=O)NC1CCCCC1	-7.2	-4.2	2.1	0.2
COc1cc2[nH]c(=S)n(N)c(=O)c2cc1OC	23.8	1.9	0.2	-0.1
NC(=O)C1CCCCN1C(=S)Nc1ccc(OC(F)F)cc1 (stereo not given)	-9.2	-5.2	1.2	0.0
CC1(C)[C@H](C(=O)O)N2C(=O)C[C@H]2S1(=O)=O	-11.8&-1.2	4.8	2.6&-0.7	0.0&0.0
Cc1cccc(C)c1NC(=O)CSc1nnc(NC(=O)C2CCC2)s1	-10.0	-11.2	0.3	-0.2
CCCc1cc(=O)n2[nH]c(-c3ccc(OC)cc3)cc2n1	-1.2	-50.3	-1.4	0.5
O=C(CC1(O)C(=O)Nc2ccc(Br)cc21)c1ccco1 (stereo not given)	21.4	14.4	-0.5	0.3
N#Cc1c(-c2ccccc2)cc(-c2cccs2)nc1SCC(O)CS(=O)(=O)Cc1ccccc1 (stereo not given)	2.2	15.3	0.5	0.1
Cc1ccc(NC(=O)CCNS(=O)(=O)c2ccc3c(c2)c(=O)n(C)c(=O)n3C)nc1	-2.0	1.5	-0.3	-0.2

Three compounds from above, sorted by length of the SMILES, smallest number first.
Structure	MITF primary	TEAD-YAP block	GPR151 activ	FBW7 activator
OCCCNC(=S)Nc1ccc(Cl)cc1Cl	-3.9	-7.7	0.4	-0.1
CCCc1cc(=O)n2[nH]c(-c3ccc(OC)cc3)cc2n1	-1.2	-50.3	-1.4	0.5
Cc1ccc(C)c(NC(=O)C2CCC(CNc3c(N4CCOCC4)c(=O)c3=O)CC2)c1 (stereo not given)	-12.9	-5.3	-1.2	-0.1

From PubChem BioAssay
